Anesthetic bind = candidate novel general anesthetic via apoferritin binding; actives 0.074% (n = 350,000); apoferritin/1-aminoanthracene competitive binding, fluorescence; Potency, µM (highest dose often 77.5 µM), for inactives: top-dose activity change, negative = displacement, most hits filed as inhibitors; P02791; AID 485281; also: % is scaled to controls: 0 for no effect and ±100 for the full control effect; nearly all actives have a fitted effect of over 20% in size
Target sequence (P02791 2-175 limits assumed): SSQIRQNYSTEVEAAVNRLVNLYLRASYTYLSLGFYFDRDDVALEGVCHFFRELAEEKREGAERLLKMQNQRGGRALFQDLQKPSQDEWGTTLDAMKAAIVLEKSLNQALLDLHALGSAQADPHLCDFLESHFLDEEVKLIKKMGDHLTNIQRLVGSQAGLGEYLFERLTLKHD
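Apoferritin-based anesthetic binding model; compound displacement of fluorescent 1-AMA measured as endpoint fluorescence after 10 minutes at room temperature, scaled to free-ligand and complex controls.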
POLH inh = DNA polymerase eta (human) inhibition; Q9Y253; AID 588591; Potency, µM (highest dose often 114 µM), without a hit: at the highest dose activity change, negative = inhibition, actives largely listed as inhibitors; actives 1.2% (n = 390,000); recombinant Pol eta, fluorescent DNA replication assay; also: % is scaled to controls: 0 for no effect and ±100 for the full control effect
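Pol eta (10 nM) was preincubated with compounds for 15 min at room temperature, after which fluorescent replication substrate (50 nM final) was added to start the reaction. Fluorescence was read kinetically at 0 and 10 min.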
POLK inh = inhibitors of human DNA polymerase kappa. Q9UBT6. purified Pol kappa, fluorescent DNA synthesis assay, 10 min. Potency, µM (top dose mostly 107 µM), for the others: at the top dose activity, negative = inhibition, actives largely listed as inhibitors. actives 0.53% (n = 400,000); also: % is scaled to controls: 0 for no effect and ±100 for the full control effect
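Inhibition of 10 nM Pol kappa is measured by a fluorescent read-out at 0 and 10 min following addition of 50 nM substrate (final), with a 15-min room-temperature compound preincubation.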
G9a inh = inhibitors of human histone lysine methyltransferase G9a | Q96KQ7 | G9a H3K9 monomethylation, AlphaScreen, 2 h | Potency, µM (doses to about 102 µM), for the others: at the highest dose activity, negative = inhibition, hits mostly inhibitors | actives 8.8% (n = 350,000) | AID 504332; also: % is scaled to controls: 0 for no effect and ±100 for the full control effect; nearly all actives have a fitted effect of over 75% in size
Target sequence (Q96KQ7 913-1193 limits assumed): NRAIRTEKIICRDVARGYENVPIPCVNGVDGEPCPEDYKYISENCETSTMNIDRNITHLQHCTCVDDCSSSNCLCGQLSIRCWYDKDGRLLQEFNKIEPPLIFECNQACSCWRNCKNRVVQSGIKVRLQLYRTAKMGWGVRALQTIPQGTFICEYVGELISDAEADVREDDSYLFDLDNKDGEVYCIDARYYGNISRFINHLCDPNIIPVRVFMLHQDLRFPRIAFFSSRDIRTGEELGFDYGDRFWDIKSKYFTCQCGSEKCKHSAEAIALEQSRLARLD
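Step 1: enzyme (final 20 nM) with compound, 15 min RT. Step 2: substrate peptide 500 nM and SAM 20 uM, 2 h RT. Step 3: anti-H3K9me1 antibody and AlphaScreen beads, 10 min, then plate read.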
BAZ2B inh = blocks human BAZ2B; actives 4.4% (n = 360,000); Q9UIF8; AlphaScreen BAZ2B-H3K14Ac peptide displacement; Potency, µM (titrated, usually from 114 µM), for inactives: at the top dose activity change, negative = inhibition, hits mostly inhibitors; also: % is scaled to controls: 0 for no effect and ±100 for the full control effect; nearly all actives have a fitted effect of over 60% in size
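Multi-concentration screen (max 110 uM) measuring displacement of acetylated histone H3 peptide from BAZ2B by AlphaScreen, using 50 nM protein, 50 nM peptide and 10 ug/mL streptavidin donor plus Ni-chelate acceptor beads.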
Pol beta inh = DNA polymerase beta (human) inhibition; actives 1.3% (n = 340,000); Potency, µM (series often up to 114 µM), for inactives: top-dose activity change, negative = inhibition, hits mostly inhibitors; Pol beta primer extension/strand displacement, fluorescence kinetic; P06746; also: % is scaled to controls: 0 for no effect and ±100 for the full control effect
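Preincubation: enzyme (10 nM) with compound, 15 min, RT. Reaction: substrate added to 50 nM final. Reads: 0 and 10 min. Analysis: normalized, Hill fit.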
BLM helicase inh = Bloom syndrome helicase (human) inhibition; P54132; recombinant BLM DNA unwinding, fluorescence dequenching; Potency, µM (titrated, usually from 56.1 µM), without a hit: at the highest dose activity change, negative = inhibition, most hits filed as inhibitors; actives 0.2% (n = 350,000); AID 2528;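 also: plate controls were vehicle for no effect and no enzyme for full effect; nearly all actives have a fitted effect of over 35% in size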
APEX1 inh = blocks human APE1 abasic DNA cleavage; AID 2517; recombinant APE1, TAMRA/BHQ-2 abasic DNA cleavage fluorescence; Potency, µM (top dose mostly 65.8 µM), for inactives: at the top dose activity change, negative = inhibition, actives largely listed as inhibitors; P27695; actives 0.35% (n = 350,000);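 also: plate controls were vehicle for no effect and reference inhibitor for full effect; nearly all actives have a fitted effect of over 55% in size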
Target sequence (P27695 whole entry, looked up): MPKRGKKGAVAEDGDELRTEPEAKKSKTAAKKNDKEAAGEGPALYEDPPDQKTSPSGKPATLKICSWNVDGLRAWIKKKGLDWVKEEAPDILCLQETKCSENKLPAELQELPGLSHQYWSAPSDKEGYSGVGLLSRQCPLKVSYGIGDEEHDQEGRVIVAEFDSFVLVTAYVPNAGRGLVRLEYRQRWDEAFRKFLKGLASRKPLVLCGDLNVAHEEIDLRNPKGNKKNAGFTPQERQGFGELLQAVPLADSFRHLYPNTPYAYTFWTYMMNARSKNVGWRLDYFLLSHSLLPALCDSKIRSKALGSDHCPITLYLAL
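Readout is kinetic fluorescence (ex 525, em 598 nm) from cleavage of 50 nM TAMRA/BHQ-2 THF abasic duplex by 0.75 nM APE1, compound added 15 min beforehand at RT.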
Pol iota inh = inhibitors of human DNA polymerase iota. Q9UNA4. Pol iota fluorescent replication assay, 10 min. Potency, µM (titrated, usually from 115 µM), inactives show at the top dose activity, negative = inhibition, usual class: inhibitors. actives 1% (n = 390,000). AID 588590
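Fluorescent replication assay read twice, at 0 min and 10 min after adding 50 nM (final) substrate. Enzyme (10 nM) and compounds were first incubated 15 min at room temperature; enzyme-free buffer wells were negative controls.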
* = called active by the depositor; ? = inconclusive; . = not tested or not shown; & = joins results of further samples; [ ] = remark or other dose. Calls follow the shape of the dose curve; as a rule, active = well fitted curve in the direction sought with a large enough effect; inconclusive = small, poorly fitted or top-dose-only effect, or another doubt; inactive = no such curve, though single readings can be large; an effect the other way counts as inactive or inconclusive. Potency is read from the fitted curve at half-maximal effect. These rows are one share of the data; the hit share may differ from the screen's.

Each structure is followed by: Anesthetic bind, POLH inh, POLK inh, G9a inh, BAZ2B inh, Pol beta inh, BLM helicase inh, APEX1 inh, Pol iota inh
Nc1[nH]n(-c2ccccc2)c(=O)c1N=Nc1ccc2c(c1)OCO2
    -14%, -1%, 1%, -110%[59 µM], 4µM*, 3%, -11%, 6%, 13%
O=[N+]([O-])c1cccc(N=Cc2sc3ccccc3c2O)c1
    -5%, ., ., ., ?, 9%, -3%, 1%, .
CCC(=O)NC(c1cc(Cl)c2ccccc2c1O)C1CC1 (stereo unspecified)
    ., -5%, -9%, -1%[0.501 µM], -5%, ., ., -14%&-14%, 14%
COc1cc(C(=O)Nc2cc(-c3cn4cccnc4n3)ccc2C)cc(OC)c1OC
    78%[activator], -6%, -11%, 30%, -22%, -22%, -7%, 1%, 130%[activator]
Cc1ccc(SCc2noc(C(=O)NCC3CCCO3)c2C(=O)O)cc1C (stereo unspecified)
    -11%, 6%, -9%, 35%[0.501 µM], -21%, 5%, -2%, 4%, 9%
O=C(NN=Cc1cccc([N+](=O)[O-])c1)c1cc(-c2cccnc2)nc2ccccc12
    ., 5%, 5%, ., ., ., ., -11%, 5%
O=C(NCCc1ccncc1)c1ccccc1F
    -8%, 7%, -23%, 21%[59 µM], 9%, -1%, -2%, -5%, 20%
Cc1ccc(C(=O)CSc2nnc(COc3cccc4cccnc34)o2)cc1
    ?, 1%, -5%, 11%[59 µM], -4%, -12%, -7%, 16%, -30%
O=C(N/N=C/c1ccc(-c2cccc(C(F)(F)F)c2)o1)c1cccc(F)c1
    -4%, -29%, -15%, 17%[59 µM], -6%, -21%, -12%, 6%, 24%
Cc1ccc(CN2C(=O)C(O)(c3c[nH]c4ccccc34)c3cc(Cl)ccc32)cc1 (stereo unspecified)
    -20%, -28%, -11%, -35%[59 µM], -39%, -19%, -13%, ., 2%
O=C(NCc1ccc(F)cc1)c1ccc(N2CCOCC2)c([N+](=O)[O-])c1
    -10%, -12%, -17%, 3%, -21%, 14%, -5%, -7%, 19%
CCOC(=O)C1(Cc2cccc(OC)c2)CCCN(C(=O)c2ccc(OC)o2)C1 (stereo unspecified)
    -16%, -15%, 0%, ?, -38%, 3%, 1%, 20%, 23%
O=C(CSCC(=O)NC1CC1)Nc1ccccc1
    -10%, -18%, -6%, 15%, -1%, -9%, 0%, 5%, 0%
CC1CN=C(N(C(=O)Nc2ccccc2)C(C)C)S1 (stereo unspecified)
    -5%, -11%, -4%, -8%[59 µM], -3%, 30%, 4%, 5%, -7%
Cc1ccc(SCc2ccc(C(=O)NCc3ccncc3)cc2)cc1
    -10%, ?, -2%, 8%, ?, ?, 2%, 2%, 28µM*
Cc1cc(-c2c(C)[nH]n(-c3ccccc3)c2=O)n(-c2ccccc2)n1
    -4%, 1%, -10%, ., -31%, 20%, 0%, -1%, -11%
COc1ccc(CCNC2CC(=O)N(CCc3ccccc3)C2=O)cc1 (stereo unspecified)
    -13%, -2%, -10%, 6%[12.7 µM], 3%, 26%, 2%, 14%, 7%
CCOC(=O)c1ccccc1NC(=O)CSc1cn(CC(=O)N2CCOCC2)c2ccccc12
    35%[activator], -7%, -15%, -25%[59 µM], ?, 22%, 0%, ., 23%
O=C(NCC(c1ccc(F)cc1)N1CCOCC1)c1ccc(-c2ccccc2)cc1 (stereo unspecified)
    ., 3%, -2%, ., ., ., ., -26%, ?
COc1cc(C)c(C)cc1S(=O)(=O)NC1CC(C)(C)NC(C)(C)C1
    -8%, -6%, 1%, ., 13%, 46%, 0%, -8%, -11%

Grouped by structure, those above with a Cl atom (2)
Each structure is followed by: Anesthetic bind, POLH inh, POLK inh, G9a inh, BAZ2B inh, Pol beta inh, BLM helicase inh, APEX1 inh, Pol iota inh
CCC(=O)NC(c1cc(Cl)c2ccccc2c1O)C1CC1 (stereo unspecified)
    ., -5%, -9%, -1%[0.501 µM], -5%, ., ., -14%&-14%, 14%
Cc1ccc(CN2C(=O)C(O)(c3c[nH]c4ccccc34)c3cc(Cl)ccc32)cc1 (stereo unspecified)
    -20%, -28%, -11%, -35%[59 µM], -39%, -19%, -13%, ., 2%

Carrying on.
Each structure is followed by: Anesthetic bind, POLH inh, POLK inh, G9a inh, BAZ2B inh, Pol beta inh, BLM helicase inh, APEX1 inh, Pol iota inh
COc1ccc(CC(=O)OCC(=O)Nc2cccc(Br)c2)cc1
    ?, -3%, -13%, 25%, 11%, 22%, -6%, ?, 55%[activator]
CCc1nc2nc(C)cc(Nc3cc(C)ccc3C)n2n1
    -1%, -25%, 0%, -3%[59 µM], -13%, -10%, -3%, ., 18%
Cc1nc(C)c2c(c1C(F)(F)F)-c1ccccc1C2(F)F
    -2%, -3%, -3%, 7%[59 µM], 8%, 1%, -4%, 19%, ?
Cc1nc2ccc(S(=O)(=O)NCC(=O)O)cc2s1
    -8%, -18%, -9%, -6%[59 µM], -5%, -1%, 1%, 2%, 5%
COC(=O)[C@@]1(Cc2ccccc2)[C@H]2C(=O)N(Cc3ccccc3)C(=O)[C@H]2[C@H]2CN=C(SCc3ccc(C)cc3)N21
    ., -23%, 1%, ., ., ., ., 14%, ?
NC(=S)NNC(=O)Nc1cccc(Cl)c1
    3%, -1%, -19%, 8.9µM*, 4%, 32%, 2%, 0%, 4%
CCOc1ccc(/C=N/n2c(-c3ccccc3)n[nH]c2=S)cc1
    -18%, -2%, -26%, 0.5µM*, -29%, -13%, 1%, 14%, 23%
Cc1ccc(-n2ncc(C(=O)NCc3ccc4c(c3)OCO4)c2C2CCN(C(=O)OC(C)(C)C)CC2)c(C)c1
    -14%, -22%, -5%, -29%[59 µM], -3%[57.1 µM], 10%, -13%, ., 10%
CN(CC(=O)Nc1ccc(Cl)c(C(F)(F)F)c1)C(=O)CCN1C(=O)C2CC=CCC2C1=O (stereo unspecified)
    ., -9%, -4%, 7%, 9%, ., ., 2%, 29%
CC(=O)NC(Cc1ccc(C)cc1)C(=O)NC1CCN(c2ncccc2[N+](=O)[O-])CC1 (stereo unspecified)
    -5%, -18%, -21%, 24%, 0%, 1%, 0%, -7%, 34%[activator]
COc1ccc(N(CC(=O)Nc2cc([N+](=O)[O-])ccc2C)S(C)(=O)=O)cc1OC
    0%, -12%, -3%, -13%[12.7 µM], -1%, 23%, -2%, 11%, 13%
Cc1c(/N=C(\[O-])Nc2ccc(Br)cc2)sn[n+]1C
    -14%, -10%, -15%, 28%, 30%[activator], 3%, 9%, 7%, 9%
Fc1ccccc1/C=N/Nc1ncnc2ccccc12
    -18%, ?, -5%, ?, ?, 0%, -7%, -5%, 7%
O=C(NCCc1c[nH]c2ccccc12)C(=O)NCC1OCCN1S(=O)(=O)c1ccc(Cl)cc1 (stereo unspecified)
    -7%, -21%, -4%, -48%, -32%, -16%, -6%, -10%, 27%
CC(C)(C)SCCNC(=O)c1ccc(Cl)c([N+](=O)[O-])c1
    -14%, -18%, -1%, -55%[59 µM], -9%, 62%, 1%, -8%, -8%
CCN(c1ccc(OC)cc1)S(=O)(=O)c1nnc(NC(=O)COc2ccc(F)cc2)s1
    -3%&3%, ?, ?, -50%, -26%, -17%&-11%, -10%&-6%, 65%[activator], ?
Cc1ccccc1C(=O)N1CCC(C(=O)N2CCN(S(=O)(=O)c3ccccc3F)CC2)CC1
    -7%, -4%, -15%, 1%, 0%, 0%, -5%, -1%, 59%[activator]
CCCN(C(=O)CSCC(=O)Nc1cccc(C)c1)c1c(N)n(Cc2ccccc2)c(=O)[nH]c1=O
    -14%, -19%, -12%, 20%, -5%, 6%, -2%, -5%, 31%[activator]
Cc1cc(C)c2nc(N3C(=O)C(O)=C(C(=O)c4ccco4)C3c3ccc(O)cc3)sc2c1 (stereo unspecified)
    ., ?, -17%, ?, ?, ., ., -11%, ?
CCOC(=O)c1c(C)[nH]c(C)c1S(=O)(=O)N1CCCC(C(=O)Nc2ccccc2OCC)C1 (stereo unspecified)
    -13%, -4%, -6%, -20%[59 µM], ?, -3%, -3%, ., -7%
O=C(Nc1ccsc1C(=O)NC1CCCCC1)c1ccc(F)cc1
    -7%, -12%, -16%, 13%[12.7 µM], -6%, 21%, -3%, -1%, 13%
O=C(c1ccc(S(=O)(=O)N2CCCC2)cc1)N1CCC(CN2C(=O)c3cccc4cccc(c34)C2=O)CC1
    -8%, 2%, -13%, -34%, -16%, 1%, -1%, 0%, -9%
COc1cccc(-c2nnc(-c3ccccc3NC(=O)c3cccc(C(F)(F)F)c3)o2)c1
    6%, -9%, -17%, -23%[59 µM], -8%, 0%, -12%, ., 19%
O=C(CCS(=O)(=O)c1ccccc1)NCCS(=O)(=O)c1ccccc1
    1%, ?, -25%, 18%, -16%, -16%, -14%, -9%, ?
C/C=C(/C)C(=O)O[C@@H]1c2c(ccc3ccc(=O)oc23)OC(C)(C)[C@@H]1OC(C)=O
    ., 4%, -21%, ., ., ., ., -2%, 18%
COc1cccc(C2Nc3ccccc3C(=O)N2c2ccc(F)cc2)c1O (stereo unspecified)
    2%, -14%, -23%, -3%, -8%, 42%, -6%, -18%, -5%
O=C(NCCCN1CCc2ccccc2C1)C1CCN(S(=O)(=O)N2CCCC2)CC1
    -6%, -9%, -7%, 27%[0.501 µM], 50µM*, 26%, 0%, 13%, 21%
Cn1c(=O)oc2cc(S(=O)(=O)Nc3ccc(O)cc3)ccc21
    -6%&1%, -8%&-13%, 5%, -38%[59 µM], -7%&-2%, -1%&-1%, 1%&2%, 9%, 0%&1%
COc1cc(/C=C/C(=O)OCC(=O)NC(=O)NC(C)(C)C)ccc1OCC#N
    ?, -8%, -15%, 19%[59 µM], 1%, -5%, -5%, -1%, 135%[activator]
CCn1c(=O)cc(SCC(=O)N(C)Cc2ccccc2)c2ccccc21
    -18%, 4%, -1%, -6%, ?, 0%, 2%, 1%, 14%
